Screens as filed in PubChem BioAssay.
Cycloheximide cs: affects cycloheximide protein synthesis inhibition readout, counter-screen | cell reporter, cycloheximide protein synthesis inhibition counterscreen | max response, % | 300,000 tested, 12% active | AID 2314; in the data active = max response mostly above about 13%, no sharp cut-off; inactive = mostly below about 14%; also: read at 38.3 µM for the half of the compounds with a filed dose; 0% is about no effect
Shiga toxin inh: blocks Shiga toxin action in Vero cells. Vero cells, Shiga toxin protein synthesis inhibition reporter. inhibition, % at 38.7 µM. 290,000 tested, 9.2% active. AID 2315; in the data active = inhibition mostly above about 28%, no sharp cut-off; inactive = mostly below about 43%; also: 0% is about no effect
Sm TGR inh: S. mansoni TGR enzyme inhibition. Potency, µM (titrated, usually from 114 µM), inactives show at the highest dose activity change, negative = inhibition, most hits filed as inhibitors. Q962Y6. purified TGR, DTNB reduction, TNB absorbance 405 nm. 360,000 tested, 3% active; also: potency is read from the fitted curve at half-maximal effect; % is scaled to controls: 0 for no effect and ±100 for the full control effect; nearly all actives have a fitted effect of over 60% in size
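Kinetic colorimetric format: TGR-catalysed, NADPH-driven DTNB reduction monitored via TNB absorbance. Enzyme dispensed at 20 nM; compound exposure 15 min at room temperature before reaction start.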
Giardia FBPA inh: inhibitors of Giardia lamblia fructose-1,6-bisphosphate aldolase; Potency, µM (top dose mostly 59.6 µM), for the others: at the top dose activity, negative = inhibition, hits mostly inhibitors; 290,000 tested, 0.71% active; purified Giardia FBPA; also: potency is read from the fitted curve at half-maximal effect; % is scaled to controls: 0 for no effect and ±100 for the full control effect; nearly all actives have a fitted effect of over 55% in size
Target sequence (A8B2U2 whole entry, looked up): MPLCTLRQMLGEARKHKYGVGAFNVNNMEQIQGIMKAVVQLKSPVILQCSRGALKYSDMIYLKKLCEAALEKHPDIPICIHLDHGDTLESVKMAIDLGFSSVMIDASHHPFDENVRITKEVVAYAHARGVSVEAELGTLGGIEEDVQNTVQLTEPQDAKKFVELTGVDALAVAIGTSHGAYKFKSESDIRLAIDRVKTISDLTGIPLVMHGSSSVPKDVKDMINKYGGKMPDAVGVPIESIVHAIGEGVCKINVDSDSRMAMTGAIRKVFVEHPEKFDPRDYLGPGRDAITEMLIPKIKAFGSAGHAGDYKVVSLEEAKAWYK
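Giardia FBPA (40 nM reagent) was preincubated 10 min at RT with compound (up to 57.5 uM final), then substrate plus GAPDH/TPI/NAD/arsenate coupling system with diaphorase/resazurin was added; resorufin fluorescence (525/598 nm) was read after 20 min.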
Pf growth 48h: inhibits P. falciparum growth in the first generation, 48 h | P. falciparum luciferase growth in erythrocytes, 48 h | Potency, µM (series often up to 28.7 µM), for inactives: at the top dose activity change, negative = inhibition, actives largely listed as inhibitors | 310,000 tested, 5.9% active | AID 504832; also: potency is read from the fitted curve at half-maximal effect; % is scaled to controls: 0 for no effect and ±100 for the full control effect
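Firefly luciferase activity from engineered P. falciparum reports growth; inhibitors lower the luminescent signal. Cultures contained 2% hematocrit erythrocytes at 0.1% final parasitemia.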
Pf growth 96h: P. falciparum growth inhibition at 96 hours. 320,000 tested, 6.9% active. Potency, µM (highest dose often 28.7 µM), for inactives: at the highest dose activity change, negative = inhibition, actives largely listed as inhibitors. AID 504834. P. falciparum luciferase reporter growth, 96 h; also: potency is read from the fitted curve at half-maximal effect; % is scaled to controls: 0 for no effect and ±100 for the full control effect
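Two-generation exposure (96 h) targets delayed-death phenotype. Reporter parasites carrying integrated firefly luciferase, in red cells at 2% hematocrit and 0.05% parasitemia final, kept at 37 C, 5% CO2; luminescence loss indicates inhibition.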
Numbers without * were called inactive; ? = inconclusive; · = no result given; & = joins results of further samples; [ ] = remark or other dose. Unless noted, calls follow the shape of the dose curve; as a rule, active = well fitted curve in the direction sought with a large enough effect; inconclusive = small, poorly fitted or top-dose-only effect, or another doubt; inactive = no such curve, though single readings can be large; an effect the other way counts as inactive or inconclusive.

Value order: Cycloheximide cs	Shiga toxin inh	Sm TGR inh	Giardia FBPA inh	Pf growth 48h	Pf growth 96h
[1] COc1cc(OC)cc(C(=O)NCCSCc2ccco2)c1
→ -2	-7	-2%	4%	15%	?
[2] COCc1[nH]nc2c1C1(CCSCC1)C(C#N)=C(N)O2
→ 7	-3	-15%	7%	5%	·
[3] Cc1ccc(S(=O)(=O)N2CCC(C(=O)NCCCn3ccnc3)CC2)cc1
→ -2	-14	?	·	5%	-18%
[4] COc1ccc2c(c1)CCc1c(C(=O)NCc3cccnc3)noc1-2
→ 12*	23	28µM*	?	-50%	19%
[5] O=C1CCCc2ccccc2N1Cc1ccc(F)cc1
→ -4	-19	33%	0%	-7%	?
[6] CCOc1ccc(N2CC(C(=O)Nc3ccc(N4CCOCC4)cc3)CC2=O)cc1 (configuration not stated)
→ -3	-10	-29%	3%	-5%	-29%
[7] C=CCNC(=O)NC(=O)COC(=O)C(C)Oc1ccc(Cl)cc1Cl (configuration not stated)
→ 0	22	-1%	0%	20%	?
[8] S=c1[nH]nc(C2CCCCC2)n1/N=C/c1ccc(Br)s1
→ -3	-2	6%	2%	30%[activator]	0%
[9] COc1ccc(/C=C(\C#N)C(=O)Nc2ccccn2)cc1
→ 21*	84	?	-7%	-11%[0.00184 µM]	-11%
[10] Cc1cc(C)nc(N(C#N)CCOc2ccccc2)n1
→ 6	15	-2%	3%	-2%	11%
[11] Cc1ccc(NC(=O)CSc2nc3sc(C)cc3c(=O)n2C)cc1
→ -3	-14	-7%	-2%	?	9.3µM*
[12] O=C(COc1ccccc1Cl)N1CCN(c2ccc([N+](=O)[O-])c(N3CCOCC3)c2)CC1
→ 7	-11	0%	-3%	?	?
[13] CCOc1ccc(S(=O)(=O)N2CCC(C(=O)Nc3cc(S(C)(=O)=O)ccc3Cl)CC2)cc1
→ ·	·	-6%	·	10µM*	?
[14] COc1ccc(CCNC(=O)Cn2c(=O)n(-c3ccc(F)cc3)c(=O)c3sccc32)cc1OC
→ -3	7	-1%	0%	-10%	5%
[15] COc1ccccc1C(=O)OCCN1CCOCC1
→ -2	-14	-8%	-10%	·	17%
[16] O=C(O)CN1CCCC1=Nc1ccccc1
→ 9	4	4%	-11%	·	-22%
[17] Nc1cccc(N=Cc2c(O)n(Cc3ccc(F)cc3)c(=O)[nH]c2=O)c1
→ -4	2	-2%	1%	3%	-20%
[18] COc1ccc(CCNC2CCN(C)CC2)cc1OC
→ 1	13	-15%	-4%	?	?
[19] O=c1[nH]c(SCc2ccccc2F)nc2ccccc12
→ 2	3	0%	2%	25%	-30%
[20] Cc1cc(C)c(C#N)c(N2CCN(c3ccccc3)CC2)n1
→ -2	-6	16%	6%	1%	34%[activator]
[21] Nc1cccc(Oc2ccc([N+](=O)[O-])cc2)c1
→ -4	-5	3%	-8%	15%	-16%
[22] O=c1[nH]c(C2CCN(S(=O)(=O)/C=C/c3ccccc3)CC2)nc2c1nnn2Cc1ccc(F)cc1
→ -4	-2	8%	-3%	1.9µM*	?
[23] NC(=O)c1cc([N+](=O)[O-])ccc1NCc1cccc([N+](=O)[O-])c1
→ ·	·	-7%	·	28%	58%[activator]
[24] CC(C)NS(=O)(=O)c1ccc(OCC(=O)Nc2cccc3ccccc23)cc1
→ -1	-10	3%	1%	·	-22%
[25] NC(=O)CC(NC(=O)c1ccc(Br)cc1)c1ccc(N2CCC(Cc3ccccc3)CC2)c([N+](=O)[O-])c1 (configuration not stated)
→ -1	20	-8%	-1%	24%	-17%
[26] COc1ccc2oc(=O)cc(CN3CCN(Cc4ccc(OC)c(OC)c4OC)CC3)c2c1
→ -2	4	-14%	-4%	?	6%
[27] O=C(O)C=C(Br)Br
→ -1	15	50µM*	26%	31%[activator]	41%[activator]
[28] CC(=O)N1CCSc2ccc(S(=O)(=O)NCCc3ccc(Cl)cc3)cc21
→ 1	-3	12%	·	-16%	?
[29] CCOC(=O)c1cc(-c2ccccc2)sc1NC(=O)CSc1nnnn1C
→ 1	-9	-17%	-9%	?	?
[30] COc1ccc(NC(=O)CSc2ccc(NC(C)=O)cc2)cc1S(=O)(=O)N1CCCCC1
→ 8	8	-21%	4%	-10%	0%
[31] CCCc1cc(=O)oc2cc(OCC(=O)Nc3cc(C)on3)ccc12
→ 1	-1	0%	3%	67%[activator]	?
[32] Oc1ccc(-c2csc(-c3c[nH]c4ccccc34)n2)c(O)c1
→ 70*	60*	-4%	-1%	156%[activator]	180%[activator]
[33] CC1(C)CC(=O)C=C(NCCc2ccccc2)C1
→ 6	19	5%	15%	0%	12%
[34] CN(CC(=O)Nc1ccc(F)c(F)c1F)C(=O)C1CCCC1
→ ·	·	-13%	·	3%	?
[35] COc1ccc(Nc2c3c(nc4ccccc24)CCC3)cc1
→ -3	-5	16%	-2%	?	-28%
[36] O=C(c1cccc(C(=O)N2CCN(c3ccccc3F)CC2)c1)N1CCN(c2ccccc2F)CC1
→ 2	-2	-2%	0%	13µM*	0%
[37] Cc1cc2c(cc1C)N(C(=O)CSC1=NCCS1)C(C)(C)c1ssc(=S)c1-2
→ 1	-10	8%	-4%	6.6µM*	2.6µM*
[38] O=C(N/N=C/c1ccccc1[N+](=O)[O-])c1ccc(COc2ccccc2-c2ccccc2)cc1
→ 8	44	6%	0%	?	?
[39] O=C(Nc1nc(-c2ccc(F)c(F)c2)cs1)Nc1ccc(F)cc1F
→ 9	-2	-15%	4%	0%	13%
[40] COCCNC(=S)N1CCN(c2nc(-c3cccc(OC)c3)cs2)CC1
→ 1	4	-9%	11%	-13%	?
[41] COc1ccc(-c2cc(-c3ccc(OC)cc3)[nH]n2)cc1
→ 35*	40	9%[11.4 µM]	-7%	·	-15%
[42] O=C(O)c1c2c(nc3ccccc13)/C(=C/c1ccc(O)cc1)CC2
→ -5	-18	-1%	-14%	269%[activator]	188%[activator]
[43] COc1ccc(COC(=O)C2=C(C)NC(=O)NC2c2ccccc2)cc1 (configuration not stated)
→ -2	-13	0%	2%	29%	-27%
[44] CCCN(CC(=O)Nc1ccc(F)c(F)c1F)CC(=O)Nc1c(C)n(C)n(-c2ccccc2)c1=O
→ ·	·	4%	·	-4%	-20%
[45] COCC(C)OC(=O)c1c(N)n(-c2ccc(OC)c(OC)c2)c2nc3ccccc3nc12 (configuration not stated)
→ -1	-6	14%	2%	23%	-2%
[46] CC(C)NC(=O)CN(C)S(=O)(=O)c1ccc(F)cc1
→ -4	50	9%	9%	?	61%[activator]
[47] N#CC1=C(N)Oc2n[nH]c(-c3ccccc3)c2C1c1cccc(OC(=O)N2CCOCC2)c1 (configuration not stated)
→ -7	-22	-12%	-22%	-16%	9%
[48] CC1(C(=O)CSc2nc3ccccc3[nH]2)CCC(=O)O1 (configuration not stated)
→ -2	2	2%	-13%	49%[activator]	33%[activator]
[49] COc1ccc(CN=Cc2c(C(=O)O)[nH]c3ccccc23)cc1
→ -3	-8	-1%	-5%	9%	39%
[50] CN(C)C(=O)c1nc2ccc(Cl)cn2c1CN1CCN(c2ncccn2)CC1
→ -6	-10	18%	0%	14%	13%
[51] COC(=O)N/C(C)=C1/NC(=O)c2ccccc2C(c2ccccc2)N1 (configuration not stated)
→ -5	-8	5%	0%	16%	51%[activator]
[52] COc1ccc(NC(=O)CSc2nnc(C3CC3)n2C)cc1
→ -2	-8	5%	1%	2%	5%
[53] CCSc1nnc(NC(=O)CSc2nncc(=O)n2N)s1
→ -2	19	4%	-26%	-24%	?
[54] CCOC(=O)Cn1ccc(NC(=O)c2ccc(F)cc2)n1
→ 5	2	-20%	-2%	32%	?
[55] CCn1c(CNC(=O)c2ccccc2Br)nnc1SCC(=O)Nc1nncs1
→ 0	-4	-3%	?	-21%	?
[56] CNC(=O)c1cccn1-c1ccsc1C(=O)OC
→ -2	-17	-1%	4%	-2%	5%
[57] Cc1cc2c(cc1S(=O)(=O)N(C)Cc1ccccc1)n(C)c(=O)c(=O)n2C
→ -5	16	0%	2%	-3%	7%
[58] CCCn1cc(SCC(N)=O)c2ccccc21
→ -4	-2	12%	1%	15%	42%[activator]
[59] O=C(COC(=O)CNC(=O)c1ccc(-c2ccccc2)cc1)NCc1ccco1
→ 4	30	?	-4%	-3%	-5%
[60] Cc1ccc(NC(=O)O/N=C/c2c(C)nn(C(C)(C)C)c2C)cc1Cl
→ -1	-19	-3%	-9%	?	305%[activator]

Profiles, looked up by structure. Order of values: Cycloheximide cs	Shiga toxin inh	Sm TGR inh	Giardia FBPA inh	Pf growth 48h	Pf growth 96h
N#CC1=C(N)Oc2n[nH]c(-c3ccccc3)c2C1c1cccc(OC(=O)N2CCOCC2)c1 (configuration not stated) is entered as -7	-22	-12%	-22%	-16%	9%
Cc1ccc(S(=O)(=O)N2CCC(C(=O)NCCCn3ccnc3)CC2)cc1 is entered as -2	-14	?	·	5%	-18%
CN(CC(=O)Nc1ccc(F)c(F)c1F)C(=O)C1CCCC1 is entered as ·	·	-13%	·	3%	?
CCCc1cc(=O)oc2cc(OCC(=O)Nc3cc(C)on3)ccc12 is entered as 1	-1	0%	3%	67%[activator]	?
CCSc1nnc(NC(=O)CSc2nncc(=O)n2N)s1 is entered as -2	19	4%	-26%	-24%	?

The list continues.
Value order: Cycloheximide cs	Shiga toxin inh	Sm TGR inh	Giardia FBPA inh	Pf growth 48h	Pf growth 96h
[61] O=C(c1ccc(Cl)c(S(=O)(=O)N2CCOCC2)c1)N(Cc1ccco1)Cc1cccs1
→ ·	·	?	·	?	2.6µM*
[62] CCOc1ccc(C(=O)Nc2ccccc2N2CCCC2)cc1
→ 29*	72	2%	-5%	?	?
[63] O=C(Cn1cnc2c(oc3ccccc32)c1=O)NCc1ccco1
→ 8	59	-62%	0%	29%	61%[activator]
[64] CCOc1cc(C2C3=C(CCCC3=O)OC3=C2C(=O)CCC3)cc([N+](=O)[O-])c1O
→ -1	-12	·	2%	-8%	-5%
[65] Cc1cccc2c(=O)cc(C)n(CC(N)=O)c12
→ -3	12	12%	-6%	34%[activator]	-15%
[66] CCOc1ccc(/C=N/NC(=O)c2nnn(-c3nonc3N)c2CN2CCC(C)CC2)cc1
→ 0	-10	-1%	-3%	?	?
[67] CN1C(C(=O)Nc2ccccn2)=C(O)c2ccccc2S1(=O)=O
→ 8&10	14&15	-2%&-2%	-20%	?	?
[68] CC(N)COC(=O)C(CCCCN)NC(=O)Cc1c(-c2ccc3ccccc3c2)[nH]c2c1ccc1ccccc12 (configuration not stated)
→ -6	15	·	1%	·	·
[69] Cc1nc(SCC(=O)Nc2c(C)nn(C)c2C)c2cnn(-c3ccccc3)c2n1
→ -3	-10	-1%	0%	7%	28%

Part of the list above in a different format:
#37 Cc1cc2c(cc1C)N(C(=O)CSC1=NCCS1)C(C)(C)c1ssc(=S)c1-2
- Cycloheximide cs: 1
- Shiga toxin inh: -10
- Sm TGR inh: 8%
- Giardia FBPA inh: -4%
- Pf growth 48h: 6.6µM*
- Pf growth 96h: 2.6µM*
#38 O=C(N/N=C/c1ccccc1[N+](=O)[O-])c1ccc(COc2ccccc2-c2ccccc2)cc1
- Cycloheximide cs: 8
- Shiga toxin inh: 44
- Sm TGR inh: 6%
- Giardia FBPA inh: 0%
- Pf growth 48h: ?
- Pf growth 96h: ?

Outcome played no part in choosing rows, and some 24% of all compounds hit somewhere here.
